# Abeta yeast res – compounds reversing amyloid beta toxicity in yeast; yeast expressing A-beta42, growth rescue, OD600, 48 h; response scale: 0% DMSO, 100% iron-clioquinol control; Potency, µM (doses to about 46.1 µM), for inactives: at the top dose growth rescue, usual class: activators; 410,000 compounds, 0.063% hits; AID 1347071; also: potency is read from the fitted curve at half-maximal effect; nearly all actives have a fitted effect of over 55% in size
#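 Growth rescue measured by 600 nm absorbance after 48 h yeast culture at 30 C with compound. Values normalized between DMSO and an equimolar ferric chloride plus clioquinol control.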
# PI5P4Ka inh – PI5P4K alpha (human) kinase inhibition; PI5P4Kalpha enzyme, ADP-Glo luminescence, 60 min; hits give low values; AID 652105; P48426; 330,000 compounds, 1.2% hits; max response, %; active = max response of -50% or lower; inconclusive = between -30% and -50%; inactive = -30% or higher; also: value at the top dose of about 77 µM; % is scaled to controls: 0 for no effect and ±100 for the full control effect
# Target sequence (P48426 whole entry, looked up): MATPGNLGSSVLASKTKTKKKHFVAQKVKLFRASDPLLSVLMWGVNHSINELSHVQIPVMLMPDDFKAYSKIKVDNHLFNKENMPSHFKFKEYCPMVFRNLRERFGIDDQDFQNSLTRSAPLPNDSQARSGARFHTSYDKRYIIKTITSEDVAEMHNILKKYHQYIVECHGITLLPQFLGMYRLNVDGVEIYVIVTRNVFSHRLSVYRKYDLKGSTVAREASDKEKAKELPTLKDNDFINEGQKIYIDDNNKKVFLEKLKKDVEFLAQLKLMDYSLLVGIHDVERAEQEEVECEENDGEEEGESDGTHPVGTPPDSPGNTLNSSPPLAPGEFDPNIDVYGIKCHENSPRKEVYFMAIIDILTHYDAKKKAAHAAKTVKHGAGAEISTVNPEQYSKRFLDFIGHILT
#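 Reactions run in 0.038 M HEPES pH 7.4, 0.28 mM EGTA, 0.1% CHAPS and 5% DMSO, with PI5P4Kalpha, substrate, compound and 5 microM ATP final, one hour at room temperature. Readout is ADP-Glo luminescence.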
# FUS suppressor – suppressors of FUS proteinopathy in yeast | S. cerevisiae FUS-expressing, growth rescue, OD600, 24 h | 390,000 compounds, 0.24% hits | AID 1347120 | Potency, µM (titrated, usually from 76.6 µM), for the others: top-dose growth rescue (activation), actives largely listed as activators;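 also: potency is read from the fitted curve at half-maximal effect; plate controls were DMSO vehicle for no effect and reference control for full effect; nearly all actives have a fitted effect of over 55% in size; some results filed as inactive show a strong effect at the top dose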
#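 Quantitative HTS measuring growth restoration of FUS-toxic yeast. Galactose-induced cells (OD 0.005) were exposed 24hr at 30C to compounds at several concentrations, then absorbance at 600 nm was recorded.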
# PLK1 PBD block – PLK1 (human) polo-box domain binding inhibition | Plk1 PBD binding of FITC phosphopeptide, fluorescence polarization | Potency, µM, without a hit: max response, negative = inhibition, actives largely listed as inhibitors | 360,000 compounds, 2.8% hits | AID 720504; also: potency is read from the fitted curve at half-maximal effect; series mostly up to about 57 µM; % is scaled to controls: 0 for no effect and ±100 for the full control effect; nearly all actives have a fitted effect of over 65% in size
# Target sequence (P53350 whole entry, looked up, the tested form may be a part): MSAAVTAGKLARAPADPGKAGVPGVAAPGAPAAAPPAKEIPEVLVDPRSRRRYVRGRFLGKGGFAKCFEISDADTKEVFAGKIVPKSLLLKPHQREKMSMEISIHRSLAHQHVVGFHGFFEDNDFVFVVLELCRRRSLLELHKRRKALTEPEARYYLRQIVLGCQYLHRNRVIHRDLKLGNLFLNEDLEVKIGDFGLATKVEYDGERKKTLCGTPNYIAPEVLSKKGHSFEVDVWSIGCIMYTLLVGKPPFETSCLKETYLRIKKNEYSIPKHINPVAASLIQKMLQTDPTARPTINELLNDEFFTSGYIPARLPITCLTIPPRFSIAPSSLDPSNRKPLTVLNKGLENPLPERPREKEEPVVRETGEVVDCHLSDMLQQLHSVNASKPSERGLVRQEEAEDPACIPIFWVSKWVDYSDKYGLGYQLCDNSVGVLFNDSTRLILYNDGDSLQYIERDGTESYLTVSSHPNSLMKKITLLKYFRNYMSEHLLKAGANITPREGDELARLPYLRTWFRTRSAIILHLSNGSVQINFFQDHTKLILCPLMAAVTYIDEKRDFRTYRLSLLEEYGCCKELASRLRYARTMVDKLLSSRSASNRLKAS
# EPAC1 ag – activates human EPAC1 exchange factor. EPAC1 agonist qHTS, biochemical assay; response scale: 100% = response to 6.5 mM cAMP. Potency, µM (series often up to 154 µM), for inactives: at the top dose activation, most hits filed as activators. AID 720707. 360,000 compounds, 0.073% hits. O95398; also: potency is read from the fitted curve at half-maximal effect; nearly all actives have a fitted effect of over 60% in size
#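 Fluorescent GDP-exchange assay: 100 nM EPAC1 with 250 nM Rap1B preloaded with BODIPY-GDP and 50 uM GDP; compounds tested as concentration series, 5 min at room temperature, then read every 5 min for 30 min (ex 480/em 540 nm); normalized to 6.5 mM cAMP.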
# WRN helicase inh – WRN helicase (human) inhibition | WRN helicase unwinding, fluorescent forked duplex, kinetic | Potency, µM (top dose mostly 114 µM), for the others: top-dose activity change, negative = inhibition, actives largely listed as inhibitors | 360,000 compounds, 0.46% hits | AID 651768; also: potency is read from the fitted curve at half-maximal effect; % is scaled to controls: 0 for no effect and ±100 for the full control effect; nearly all actives have a fitted effect of over 55% in size
#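 Primary qHTS, 1536-well format. 20 nM WRN + compound, 15 min RT; start with 100 nM forked fluorophore/quencher duplex, 2 mM ATP (final); kinetic read ex 525/em 598 nm.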
# EPAC1 antag – blocks human EPAC1 exchange factor; O95398; EPAC1 GEF assay, Rap1b-BODIPY-GDP exchange fluorescence; Potency, µM (top dose mostly 115 µM), without a hit: at the highest dose activity change, negative = inhibition, hits mostly inhibitors; 360,000 compounds, 0.14% hits;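 also: potency is read from the fitted curve at half-maximal effect; plate controls were vehicle for no effect and positive control for full effect; nearly all actives have a fitted effect of over 50% in size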
# aSyn yeast inh – inhibitors of alpha-synuclein toxicity in yeast; AID 652106; Yeast expressing alpha-synuclein, growth rescue, BacTiter-Glo, 24 h; 370,000 compounds, 0.14% hits; Potency, µM (highest dose often 46.1 µM), without a hit: at the top dose growth rescue (activation), hits mostly activators; also: potency is read from the fitted curve at half-maximal effect; % of control where 0% means no effect; nearly all actives have a fitted effect of over 65% in size
#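 Galactose-induced alpha-syn yeast (OD600=0.02, raffinose-pregrown) + pinned cpd, 24 hr, 30 deg C; growth by BacTiter-Glo luminescence. Growth restoration scores as activation.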
# IL-2 act – IL-2 activation. IL-2 activation reporter assay, cell-based qHTS; stimulated with anti-CD3/CD4/CD28 beads; in transgenic mouse T cells. activation, % (series mostly up to about 46 µM). 360,000 compounds, 0.065% hits; in the data active = activation above about 50%; inconclusive = mostly about 30% to 49%; also: 0% is about no effect
#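 First, unstimulated transgenic mouse T cells were exposed to compound for 60 min. Next, anti-CD3/anti-CD4-coated beads with anti-CD28 were added. Finally, after 18 h at 37 degrees C, EGFP and DsRed were imaged.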
# Active calls of the source: *; ? = inconclusive; · = no result given; & = joins results of further samples; [ ] = dose if it differs, or a comment. Unless noted, calls follow the shape of the dose curve; as a rule, active = well fitted curve in the direction sought with a large enough effect; inconclusive = small, poorly fitted or top-dose-only effect, or another doubt; inactive = no such curve, though single readings can be large; an effect the other way counts as inactive or inconclusive. Outcome played no part in choosing rows (roughly 4.1% active in at least one column).
SMILES,Abeta yeast res,PI5P4Ka inh,FUS suppressor,PLK1 PBD block,EPAC1 ag,WRN helicase inh,EPAC1 antag,aSyn yeast inh,IL-2 act
O=C(Nc1cccc(Cl)c1N1CCCC1)c1ccco1,-20%,25,10%,-1%,1%,5%,-6%,-16%,0.5
O=C1CCCC2=C1C(c1cccs1)Nc1ccccc1N2 (stereo not given),16%,-8,·,-5%,2%,2%,-2%,-12%,-0.8
CC(C)(C)c1nc2scc(-c3ccc(Cl)cc3)c2c(=O)o1,-5%,5,21%,-12%,-5%,-1%,-11%,3%,-0.8
CCn1ccnc1CN(C)C(=O)C1CCC(=O)N(CCc2cccc(F)c2)C1 (stereo not given),6%,-2,·,-7%,8%,-22%,13%,-3%,-0.9
COc1ccc2cc(CCNC(=O)c3c(-c4ccccc4Cl)noc3C)c(=O)[nH]c2c1,11%,7,19%,-4%,-10%,-2%,-10%,3%,-3.0
O=C1CC(Sc2nnnn2C2CCCCC2)C(=O)N1c1ccccc1 (stereo not given),-3%,·,18%,-26%,8%,-6%,7%,18%,-2.6
CCOc1ccc(OCC(=O)NCc2n[nH]c(=O)c3ccccc23)cc1,-3%,7,-4%,-3%,-3%,6%,1%,-3%,-0.8
O=C(CCN1C(=O)c2ccccc2C1=O)Nc1ccncc1,-7%,-1,-7%,-6%,-3%,7%,-1%,-14%,0.1
CCN(CC)S(=O)(=O)c1ccc(S(=O)(=O)N2CCC(N3CCCCC3)CC2)cc1,-3%,3,5%,-20%,-7%,-3%,-19%,3%,-2.3
O=C(CSc1nc2ccccc2nc1N1CCOCC1)Nc1ccccc1F,16%,10,28%,4%,-7%,-6%,-4%,9%,-3.8

# Entries of single compounds from above.
# CCOc1ccc(OCC(=O)NCc2n[nH]c(=O)c3ccccc23)cc1 as listed: Abeta yeast res = -3%; PI5P4Ka inh = 7; FUS suppressor = -4%; PLK1 PBD block = -3%; EPAC1 ag = -3%; WRN helicase inh = 6%; EPAC1 antag = 1%; aSyn yeast inh = -3%; IL-2 act = -0.8
# CCn1ccnc1CN(C)C(=O)C1CCC(=O)N(CCc2cccc(F)c2)C1 (stereo not given) as listed: Abeta yeast res = 6%; PI5P4Ka inh = -2; FUS suppressor = ·; PLK1 PBD block = -7%; EPAC1 ag = 8%; WRN helicase inh = -22%; EPAC1 antag = 13%; aSyn yeast inh = -3%; IL-2 act = -0.9

# Next part:
SMILES,Abeta yeast res,PI5P4Ka inh,FUS suppressor,PLK1 PBD block,EPAC1 ag,WRN helicase inh,EPAC1 antag,aSyn yeast inh,IL-2 act
COC(=O)c1ccc2c(C)c(C3(O)CCCCC3)[nH]c2c1,23%,1,-2%,-10%,-15%,-1%,-28%,0%,-0.4
Cc1ccc(S(=O)(=O)CCC(=O)Nc2nnc(CC(C)C)s2)cc1,-2%,-1,4%,2%,-2%,-19%,-6%,-1%,-6.0
COc1cccc(NC(=O)CSc2nc(C)cs2)c1,6%,-3,-1%,-2%,-3%,-4%,-1%,0%,0.4
Cc1cc(C(=O)CN2CCCC(C)C2)c(C)n1-c1ccc(F)cc1 (stereo not given),18%,-11,·,-9%,12%,5%,-14%,2%,-0.3
CCN(C(=O)COC(=O)C1CCN(S(=O)(=O)c2ccc3c(c2)OCCO3)CC1)C1CCS(=O)(=O)C1 (stereo not given),4%,-5,6%,-9%,-9%,1%,-23%,-4%,-2.9
CC(C)C[C@H]1CNC(=O)C(=O)N1C[C@@H]1CCCN1C[C@H](Cc1ccc(O)cc1)N1C[C@H](Cc2ccccc2)N(CC2CCCCCC2)C(=O)C1=O,-12%,-5,22%,-9%,-2%,-7%,-20%,-1%,-0.2
COc1ccc(OC)c(C2C(C(N)=O)=C(C)Nc3nc(-c4cccc(Cl)c4)nn32)c1 (stereo not given),3%&-18%,-2,31%&23%,-7%,5%,6%,-6%,-2%,-0.3
CCCCOc1ccc(C)cc1CN(CCO)CCO,7%,·,-3%,-4%,-4%,1%[57.1 µM],6%,-4%,-0.6
Cc1nc2nc[nH]n2c(=O)c1CC(=O)O,-4%,·,1%,-3%,2%,-5%,-1%,0%,-0.4
CCOC(=O)CSc1nc2sc3c(c2c(=O)n1-c1ccc(C)cc1)CCN(C)C3,-4%,-2,3%,-19%,1%,1%,0%,4%,1.9
CCOc1ccc(S(=O)(=O)Nc2cccc(C(=O)NCCCn3ccnc3)c2)cc1,-15%,-1,8%,1%,-14%,5%,29%,4%[1.84 µM],0.8
COc1ccc(C2SCC(=O)N2c2ccc(C)cc2)cc1 (stereo not given),-10%,0,-5%,-5%,11%,-3%,21%,3%,1.2
COC(=O)C1=C(C)N(Cc2ccc(C)cc2)C(=O)/C1=C\c1ccc(O)c(OC)c1,-2%,1,16%,0%,10%,-22%[57.1 µM],1%,9%,-1.5
CCC(C)NC(=O)C1c2ccccc2C(=O)N1Cc1ccc(F)cc1 (stereo not given),5%,0,5%,-4%,7%,-5%,2%,4%,1.2
COc1ccc(OCC(O)CN2CCN(Cc3ccc4c(c3)OCO4)CC2)cc1 (stereo not given),9%,-4,·,7%,-10%,-6%,-2%,2%,-0.3
COc1ccc2c(c1)Sc1ccccc1N2,-15%,1,9%,-19%,0%,-3%,-16%,-2%,-5.9
CCOc1cc(OCC)c(C(C)=O)cc1OCC,-5%,-2,-23%,-4%,-3%,-2%,-4%,-5%,-0.6
Cc1ccc(NC(=O)CN2C(=O)S/C(=C\c3cc(C)n(-c4cccc(C(=O)O)c4)c3C)C2=O)cc1,-7%,-24,13%,-30%,5%,?,?,0%,2.2
CSc1ccc(CCNC(=O)CS(=O)(=O)Cc2nc(-c3ccccc3F)oc2C)cc1,1%,1,-17%,-15%,7%,-2%,2%,-14%,-2.4
COCCCNC(=O)/C=C/c1cccc(Cl)c1,18%,0,-1%,0%,2%,4%,0%,3%,-1.5
Cc1c(C(=O)CN2CCSCC2)c2ccccc2n1C,4%,8,18%,-4%,0%,1%,-12%,-3%,-1.4
C#CCNC(=O)C1=C[C@@H](c2ccc(C#C)cc2)C[C@@H](OCc2ccc(CO)cc2)O1,-10%,?,24%,-9%,3%,-9%,-1%,8%,-0.3
Cc1cc([N+](=O)[O-])ccc1NC(=O)c1csc(C)c1C,3%,-3,15%,-1%,-11%,-2%,-2%,-5%,-4.2
O=C(C=Cc1ccccc1)CC(c1ccccc1)N1CCOCC1 (stereo not given),-34%[inhibitor],1,-12%,-26%,11%,-10%[11.6 µM],?,3%,-1.0
Cc1ccc2nc3c(c(C(=O)O)c2c1)CCC3,-8%,·,-4%,-25%,4%,-10%[57.1 µM],2%,-2%,0.9
O=C(CN1CCN(c2nc(-c3ccc(F)cc3)cs2)CC1)NCc1ccc2c(c1)OCO2,-10%,·,41%,-4%,26%,-4%,-2%,17%,1.2
Cc1cc(C)n(-c2cc(C)c(C)cc2Br)n1,13%,1,13%,0%,-6%,5%,0%,14%,1.0
COc1ccc(NC(=O)/C=C/C(=O)O)cc1Cl,-37%[inhibitor],·,-8%,-15%,13%,-8%,15%,?,-1.5
CCn1c(SCC(=O)N2CCCCC2)nnc1-c1ccc(S(=O)(=O)N2CCN(C)CC2)cc1,21%,·,18%,4%,5%,4%,-2%,-3%,-0.6
O=C(Nc1ccc(F)cc1)c1ccccc1NS(=O)(=O)N1CCCC1,-3%,6,4%,-14%,-4%,-2%,-13%,-18%,-0.5
CCCn1c(=O)c(C(=O)NCc2ccco2)c(O)c2ccccc21,1%,5,-19%,-10%,-2%,1%,-14%,-3%,1.0
CCc1ccc(NC(=O)CN(c2cc(C)cc(C)c2)S(=O)(=O)c2c(C)[nH]c(=O)[nH]c2=O)cc1,15%,3,15%&39%,-6%,-9%,1%,13%,-13%,0.2
O=C(COC(=O)c1ccccc1C(=O)c1ccc(Cl)cc1)NC(c1ccccc1)c1ccccc1,-4%,1,-22%,-9%,-4%,-8%,-21%,0%,-4.2
CCCS(=O)(=O)c1c(S(=O)(=O)CCC)c2c(C)cccn2c1C(N)=O,-2%,-6,17%,-11%,9%,-3%,14%,-6%,0.0
Brc1ccc(C2CC(c3ccccc3)=Nc3ccccc3N2)cc1 (stereo not given),-18%,-5,23%,-4%,1%,-1%,-17%,-37%[inhibitor],-2.8
O=C(CSC1=NCCN1)NC12CC3CC(CC(C3)C1)C2,2%,15,4%,-11%,19%,5%,-7%,-2%,1.9
CCN(CCn1cccn1)C(=O)CCc1nnc(C2(c3ccc(Cl)cc3)CCC2)o1,-20%,-6,35%,-9%,10%,-24%[57.1 µM],5%,-4%,-0.4
CCc1ccccc1NC(=O)c1ccc2nc(N3CCOCC3)sc2c1,-5%,0,-13%,-17%,-16%,-2%,-15%,-1%,-3.1
CC(C)(C)c1csc(NC(=O)c2cccnc2)n1,-4%,-12,-24%,2%,-7%,4%,-3%,-3%,0.1
COc1ccc(N2C(=O)CC(NC34CC5CC(CC(C5)C3)C4)C2=O)c(OC)c1 (stereo not given),4%,·,13%,0%,15%,-11%,3%,8%,4.0
C/C(=N\Nc1cccc2cccnc12)c1ccc[nH]1,16%,-2,21%,1%,4%,-6%,0%,-3%,-0.7
Cc1ccccc1OCC(=O)OCC(=O)c1ccc(-c2ccccc2)cc1,-13%,2,-11%,-1%,2%,-6%,-13%,8%,0.4
O=C(NC1CCCc2ccccc21)c1cc(F)cc(F)c1 (stereo not given),-2%,-1,22%,-6%,7%,0%,3%,2%,0.9
O=C(NCCCN1CCOCC1)c1ccc2c(c1)N(Cc1cccc(Cl)c1)C(=O)CS2,12%,4,6%,-1%,0%,2%,6%,1%,1.1
COc1ccc(CCN2CC(C(=O)NCc3ccco3)CC2=O)cc1OC (stereo not given),-4%,-2,43%,-11%,6%,-16%,-4%,0%,-0.5
COCCN1C(=O)/C(=C/c2ccc(N3CCCC3)cc2)SC1=S,-17%,-2,-13%,26%,?,-34%,-20%,-12%,0.4
COc1ccccc1NS(=O)(=O)c1cccc(-n2c(O)c(C=Nc3ccccc3C(=O)O)c3ccccc3c2=O)c1,-4%,-69*,36%,30µM*,5%,50µM*,56µM*,8%,-4.5
